Source: PubChem
Cneo AK release: causes C. neoformans cell lysis; adenylate kinase release luminescence, 4 h; normalised: neutral wells 0, clomiphene wells 100; actives 0.2% (n = 360,000); lysis activity, % at 15 µM;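 active = mean lysis activity across replicates of at least 80%, whatever share of replicates individually reach that level; inactive = mean lysis activity below 80%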
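Assay system: Cryptococcus neoformans yeast cells / Dosing: single-point compound dose / Timing: 4 h at 37 °C static, read 1 h later / Measured by: luminescence of released adenylate kinase using an AK detection reagent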
ERp5 block: inhibitors of human ERp5. ERp5 insulin aggregation, absorbance 650 nm, 90 min. Q15084. inhibition, % at 9.99 µM. actives 0.05% (n = 350,000). AID 651711;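 active = mean replicate inhibition above about 25%, with every replicate also reaching it, limit read from the data, passing the limit was not always enough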
Target sequence (Q15084 whole entry, looked up): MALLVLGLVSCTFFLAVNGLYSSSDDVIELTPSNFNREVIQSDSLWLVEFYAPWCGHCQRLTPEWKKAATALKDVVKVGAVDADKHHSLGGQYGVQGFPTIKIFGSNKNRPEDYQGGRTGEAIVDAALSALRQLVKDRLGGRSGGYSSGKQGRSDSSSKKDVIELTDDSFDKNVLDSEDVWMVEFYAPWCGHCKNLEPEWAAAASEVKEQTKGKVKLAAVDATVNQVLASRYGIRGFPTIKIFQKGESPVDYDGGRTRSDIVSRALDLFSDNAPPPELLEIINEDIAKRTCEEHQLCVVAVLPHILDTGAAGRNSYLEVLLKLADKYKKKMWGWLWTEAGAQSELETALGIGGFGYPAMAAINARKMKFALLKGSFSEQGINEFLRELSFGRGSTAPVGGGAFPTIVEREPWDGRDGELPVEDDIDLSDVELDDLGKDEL
Statin myotox sup: protects C2C12 myotubes from simvastatin toxicity | rescue of ATP level, % at 7.49 µM | AID 602340 | ATP luminescence, 48 h; scaled: DMSO 0, geranylgeraniol control 100 | actives 0.78% (n = 330,000);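 active = mean ATP rescue above about 67%, or every replicate alone reaching that limit, limit read from the data, passing the limit was not always enough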;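 note: myotubes were challenged with 10 µM simvastatin during compound exposure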
SIRT5 block: sirtuin-5 (human) deacylase inhibition; actives 1.1% (n = 330,000); Purified SirT5, succinyl-peptide AMC, trypsin-coupled fluorescence; inhibition, % at 15 µM; Q9NXA8; AID 652115; in the data active = inhibition above about 15%
Target sequence (Q9NXA8 whole entry, looked up): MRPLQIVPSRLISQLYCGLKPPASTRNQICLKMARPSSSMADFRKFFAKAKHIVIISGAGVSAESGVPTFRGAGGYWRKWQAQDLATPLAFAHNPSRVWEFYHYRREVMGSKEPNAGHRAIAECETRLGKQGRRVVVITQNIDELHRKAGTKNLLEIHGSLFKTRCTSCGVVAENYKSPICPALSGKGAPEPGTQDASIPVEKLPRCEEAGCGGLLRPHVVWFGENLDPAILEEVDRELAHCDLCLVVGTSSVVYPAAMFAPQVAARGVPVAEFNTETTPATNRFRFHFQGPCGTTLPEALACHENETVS
esBAF inh: SWI/SNF esBAF complex inhibition | mouse ES cells, Bmi1-luciferase knock-in reporter, 24 h; 100% = twice the neutral-well signal | reporter increase, % at 12.5 µM | actives 2% (n = 350,000) | AID 602393; in the data active = activation above about 40%;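 note: 0% = median of the plate's neutral control wells and 100% = double that signal; a rise in the Bmi1 reporter signal indicates esBAF inhibition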
miR-122 sensor: blocks miR-122 activity in Huh7 sensor cells; actives 0.3% (n = 340,000); Huh7 miR-122 Renilla luciferase sensor, 48 h; neutral wells = 0, positive control = 100; activation (reporter increase), % at 12.5 µM;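 active = mean replicate activation score at least 90 and every replicate individually at or above 90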;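 note: higher luciferase means less miR-122 activity so hits act as miR-122 inhibitors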
ARNT TACC3 PPI: disruptors of human ARNT/TACC3 interaction; Q9Y6A5; AlphaScreen His-ARNT PAS-B/GST-TACC3 binding, luminescence; TACC3 fragment carries E629A point mutation; inhibition, % at 9.99 µM; actives 0.66% (n = 390,000); AID 623870;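 active = mean inhibition of replicates at least 50% and at least half of replicates each reaching 50%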;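 note: 0% = complete ARNT plus TACC3 wells and 100% = ARNT alone without TACC3; many hits fall short of the cut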
Starred values were filed as active, the others as inactive; · = not tested or not shown; & = joins results of further samples; [ ] = remark or other dose.

SMILES	Cneo AK release	ERp5 block	Statin myotox sup	SIRT5 block	esBAF inh	miR-122 sensor	ARNT TACC3 PPI
COc1ccc(NC(=O)C2CCCN(S(=O)(=O)c3cccc4cccnc34)C2)c(OC)c1 (stereo not drawn)	-4	-2	6	0	-1	7	·
O=C(NCCc1ccc(F)cc1)c1coc(=O)c(Br)c1	-4	0	-7	-1	-4	3	4
COc1ccccc1CNC(=O)C[C@@H]1C[C@H]2c3cc(NS(C)(=O)=O)ccc3O[C@H]2[C@H](CO)O1	3	20	0	-4	-3	0[16.7 µM]	-2
CC1CCN(S(=O)(=O)N2CCCC(C(=O)NCc3ccc(F)cc3)C2)CC1 (stereo not drawn)	12	3	7	-2	0	2	-6
COc1ccc(S(=O)(=O)Nc2ccc3c(c2)C(=O)N([C@@H](C)CO)C[C@H](C)[C@H](CN(C)S(=O)(=O)c2cccs2)O3)cc1	-1	-3	-1	-6	-1	-2[16.7 µM]	-1
NCCc1c(-c2ccccc2)n(-c2ccccc2)c2ccccc12	·	-2	·	-4	·	-18	·
CCCOc1ccc(-c2c(C(=O)N/N=C/c3ccco3)nnn2-c2nonc2N)cc1	3	-4	3	1	7	7	1
O=C(CNC(=O)c1ccc(Br)o1)NCC(=O)OCc1ccccc1	1	2	-9	-2	-4	5	-3
O=C(CN1CCN(c2nc(-c3ccc(Cl)cc3)cs2)CC1)NCc1ccco1	0	·	4	·	9	-27	-2
CCOc1ccc(NC(=O)C2CCC(C)(C(=O)O)C2(C)C)cc1 (stereo not drawn)	1	·	0	·	-1	·	-4
CCOc1ccccc1C(=O)N[C@H](C(=O)NCc1ccccc1)C(C)C	·	0	·	-2	·	·	0
CN1C2C=CC(=O)C1C1C(=O)N(c3ccccc3)C(=O)C12 (stereo not drawn)	-2	1	1	0	-6	-1	·
CC(=O)Oc1ccc(OC(C)=O)c(SCCCCCN2CCOCC2)c1	2	3	-10	0	1	0	-2
C[C@]12CC[C@@H]3c4ccc(OS(=O)(=O)O)cc4CC[C@H]3[C@@H]1CCC2=O	2&-3	4&1	2&2	2&-4	0&-2	-23&-1	-3&-4
COc1cccc(-c2ccc([C@H]3[C@H](CO)N4CCCCN(C(=O)NC(C)C)C[C@@H]34)cc2)c1	1	1	·	-1	·	-4[16.7 µM]	6
COc1ccc(CCNC(=O)CC2SC(=NCc3ccccc3)NC2=O)cc1 (stereo not drawn)	1	1	1	-4	-2	-3	-1
Cc1ccc(-c2ccc3c(c2)O[C@@H](CN(C)S(C)(=O)=O)[C@H](C)CN([C@H](C)CO)S3(=O)=O)cc1	-8	2	-7	-1	-4	12[16.7 µM]	2
O=C(C[C@H]1CC[C@@H](NC(=O)Nc2ccc(C(F)(F)F)cc2)[C@@H](CO)O1)NCc1cc(F)cc(F)c1	-11	1	7	-1	4	·	-2
COc1ccc(C(=O)OCC(=O)NCC2CCCO2)cc1 (stereo not drawn)	·	3	·	-3	·	·	-3
CC(=O)c1cc(CN2CCC(n3nccc3NC(=O)c3ccccc3C)CC2)cs1	-1	-9	·	4	·	·	0
Cc1ccc([C@H]2C[C@@H](n3cc(C4CC4)nn3)[C@H](O)CN2CC2CCCCC2)cc1	0	1	-7	-2	-1	0	·
c1nnc(-c2ccc3c(c2)OCO3)o1	·	-5	·	-2	·	·	8
C[C@H]1CN(Cc2ccccc2)C(=O)[C@@H]1CC(=O)NCc1ccccc1	-2	2	-2	-1	-1	-3	0
Cn1cnnc1SCCC(=O)Nc1ccccc1	0	·	6	·	-4	19	·
CO[C@@H]1CN(C)C(=O)c2ccc(NC(=O)C3CC3)cc2OC[C@@H](C)N(CC2CCOCC2)C[C@H]1C	62	-2	-5	-2	6	10[16.7 µM]	-1
C/C=C(\C)C(=O)O[C@@H]([C@H](O)c1cc2ccc(=O)oc2cc1OC)C(C)(C)O	-2	7	-7	·	-6	0	-4
O=C(CCN1CCCCC1)N/N=C/c1c[nH]c2ccccc12	·	-4	·	-3	·	·	0
CCOc1ccccc1N1CCN(C(=O)c2c(-c3c(F)cccc3Cl)noc2C)CC1	0	-14	·	1	·	2	3
CCCC(O)(c1ccccc1)C(CN1CCOCC1)c1ccccc1 (stereo not drawn)	-1	1	5	-4	-7	-6	-2
C/C(=N\NC(=O)CN1CCCCC1)c1cccc([N+](=O)[O-])c1	·	-2	·	13	·	·	2
Cc1ccc(S(=O)(=O)N(C)C[C@H]2Oc3ccc(NC(=O)NC(C)C)cc3CC(=O)N([C@@H](C)CO)C[C@@H]2C)cc1	0	3	12	-1	1	-3[16.7 µM]	4
O=C(N[C@H]1CC[C@H](CCn2cc(-c3ccc(F)cc3)nn2)O[C@@H]1CO)c1cnccn1	1	4	3	1	8	·	-2
COc1cc(NC(=O)CCN2CCN(C)CC2)cc(OC)c1	0	1	0	1	0	-4	-5
O=C(C1CC1)N1CCc2cc(Br)cc(S(=O)(=O)NCC3COc4ccccc4O3)c21 (stereo not drawn)	-2	·	-26	·	0	73	1
S=c1[nH]nc(COc2ccc3ccccc3c2)o1	·	·	3	·	-2	-1	-6
COCC(=O)Nc1nnc(COc2ccccc2)s1	0	·	8	·	-1	-4	-32
CCOC(=O)c1c(C)[nH]c(C)c1S(=O)(=O)N(C)CC(=O)Nc1cccc(F)c1	-4	5	12	2	-3	9	-3
N#CC1=C(N)Oc2c(oc(CO)cc2=O)C12C(=O)Nc1ccc(Cl)cc12 (stereo not drawn)	-1	·	1	·	-2	6	-2
O=C(C[C@@H]1C=C[C@@H](NC(=O)C2CCOCC2)[C@@H](CO)O1)NCC1CCCCC1	8	7	-5	10	1	·	-34
CC1(C(=O)NS(=O)(=O)c2ccccc2Cl)CCN1C(=O)Cc1cc(F)ccc1F (stereo not drawn)	-1	-6	8	1	4	-5	·
Cc1c(CNC(=O)c2nn3c(c2Cl)NC(c2ccccc2)CC3C(F)(F)F)cnn1C (stereo not drawn)	0	·	6	·	-6	-1	2
CCc1cc2c(CN3CCN(C)CC3)cc(=O)oc2cc1O	·	·	-4	·	0	-3	0
O=C(CCC1CCCC1)N1CCN(C(=O)c2cccnc2)CC1	2	·	3	·	-5	-11	·
CCc1ccc(C(=O)COC(=O)c2ccc(-c3nnc(-c4ccccc4)o3)cc2)cc1	-3	·	-9	·	38	-6	-9
CCOC(=O)c1cc(-c2cccs2)[nH]n1	·	5	·	-4	·	·	-4
Cc1cccc(OCCNC(=S)NC(=O)c2cncc(Br)c2)c1	-1	-10	·	-1	·	-7	-4
CC(=O)N1CC2(C)CN(C(C)=O)CC(C)(C1)C2=O	0	·	-3	·	-7	2	-5
O=C(CN(C(=O)CNC(=O)c1cccs1)c1ccc(F)cc1)NC1CCCC1	1	-2	8	·	0	0	-7
Cc1ccc(N=Cc2cccc(O)c2O)c(C)c1	0	·	26	·	0	-7	-15
CCC(=O)N1C[C@H](C)[C@H](OC)CN(C)C(=O)c2ccc(NC(=O)c3cnccn3)cc2OC[C@H]1C	-4	2	-10	-3	-2	·	-5

Next section.
SMILES	Cneo AK release	ERp5 block	Statin myotox sup	SIRT5 block	esBAF inh	miR-122 sensor	ARNT TACC3 PPI
CCOC(=O)c1c(C)[nH]c(C(=O)OCC(=O)NCCc2ccc(OCC)c(OCC)c2)c1C	-1	-5	-8	-2	5	·	4
CC(C)NC(=O)Nc1ccc2c(c1)C(=O)N([C@@H](C)CO)C[C@H](C)[C@@H](CN(C)S(=O)(=O)c1cn(C)cn1)O2	3	19	·	-2	-8	-2[16.7 µM]	-8
O=C(NC(=S)N1CCN(CCO)CC1)C12CC3CC(CC(C3)C1)C2	-1	-2	3	-10	-1	0	-4
C[C@@H]1C=C(C(=O)NCc2ccccc2)O[C@H](OCc2ccc(CO)cc2)C1	6&-1	2&4	-7	-3	5	2	11&0
Cc1ccc(-c2cc(C(=O)N/N=C/c3cccnc3)c3ccccc3n2)cc1C	-2	3	9	0	28	-1	·
CC1=C/C(=C(/c2ccc(O)c(C)c2)c2ccccc2S(=O)(=O)O)C=CC1=O	-3	7	-1	6	-2	-3	8
O=C(CN1C(=O)NC(CCc2ccccc2)C1=O)NC1CC1 (stereo not drawn)	·	-2	·	0	·	·	-6
CC1(C(=O)OCC(=O)Nc2cccc(S(=O)(=O)NC3=NCCCCC3)c2)CC1(Cl)Cl (stereo not drawn)	·	2	·	0	·	·	-15
O=C(Nc1ccc2c(c1)[C@H]1C[C@H](CC(=O)N3CCCCC3)O[C@H](CO)[C@H]1O2)NC1CCCC1	2	-3	-12	1	-4	4[16.7 µM]	·
Cc1ccnc(NS(=O)(=O)c2ccc(NC(=O)C3CC3)cc2)n1	0	7	·	-1	·	10	0
C=CCOc1ccc(/C=N/NC(=O)C(=O)N2CCCCCC2)cc1OC	1	2	-11	5	8	3	10
CCCc1ccc(OCCNC(=O)CC)cc1	-1	-2	-10	-2	7	·	4
COC(=O)c1nc(N)sc1-c1ccc(OC)cc1	-3	·	1	·	-2	-2	2
O=C(O)CN1CCN(C(c2ccccc2)c2ccccc2)CC1	-2	0	-1	-2	-5	0	0
Cc1cc2c(n1-c1ccc(C(N)=O)cc1)CC(C)(C)CC2=O	1	6	6	-4	1	-1	5
COC(=O)CCSCC(=O)Nc1nnc(C)s1	-1	-1	6	-1	-7	·	-3
C[C@H](CO)N1C[C@H](C)[C@@H](CN(C)C(=O)CCC(F)(F)F)OCc2cnnn2CCCC1=O	0&0&-4	3&-4&-7	5&12&-4	-2&-3&-2	-1&-3&0	3	-11&-7
C[C@@H](NC(=O)[C@@H]1[C@@H](CO)[C@@H]2Cn3c(cccc3=O)[C@@H]2N1S(C)(=O)=O)c1ccccc1	2	-3	8	3	0	·	3
CC(C)NC(=O)N1[C@H](C(=O)N2CCc3ccccc3C2)[C@@H](CO)[C@@H]2Cn3c(cccc3=O)[C@@H]21	-1	2	39	3	0	·	-5
CCCc1cc(=O)[nH]c(SCC(=O)N2C(C)CCCC2C)n1 (stereo not drawn)	0	7	43	-1	-9	·	-3
CNC[C@H]1Oc2c(NC(=O)Nc3ccc(C(F)(F)F)cc3)cccc2C(=O)N([C@@H](C)CO)C[C@@H]1C	-9	-2	-48	2	6	-2[16.7 µM]	6
O=C(CSc1nc2ccccc2c(=O)n1Cc1ccco1)Nc1cccc(O)c1	·	-1	-4	-1	24	6	6
O=C1CCCCC1C(Nc1ccc(Br)cc1)c1ccccc1 (stereo not drawn)	0	·	7	·	-3	0	-2
Cc1cccc(C(=O)NNS(=O)(=O)c2ccccc2)c1O	·	7	·	-1	·	45	-4
CC(C)(C)c1ccc(C(=O)Nc2ccc(C(=O)N3CCCC3)cc2)cc1	0	0	·	1	·	·	2
CC(C)Cc1nnc(NC(=O)CCC(=O)Nc2ccc(F)cc2)s1	0	·	0	·	-2	9	·
CCC(=O)Nc1cccc(C2=NOC3(C2)C[C@@H](C(N)=O)N(C(=O)C(c2ccccc2)c2ccccc2)C3)c1 (stereo partly drawn)	-6	-3	9	-5	-5	-8	-3
Nn1c(SCC(=O)Nc2nccs2)nnc1-c1ccccn1	2	-1	-2	-2	-1	·	40
Cc1nccn1C[C@@H]1CCc2c(c3ccccc3n2C)C1=O	-1	3	-6	-2	2	-3	-2
CC(N=Cc1ccccc1O)c1ccccc1 (stereo not drawn)	1	·	3	·	-3	-2	-4
COCCCNC(=O)CCCC(=O)NCCCOC	6	·	1	·	5	-5	-7

Molecules shown so far that have an aryl thioether with sulfur outside any ring:
SMILES	Cneo AK release	ERp5 block	Statin myotox sup	SIRT5 block	esBAF inh	miR-122 sensor	ARNT TACC3 PPI
CC(=O)Oc1ccc(OC(C)=O)c(SCCCCCN2CCOCC2)c1	2	3	-10	0	1	0	-2
Cn1cnnc1SCCC(=O)Nc1ccccc1	0	·	6	·	-4	19	·
CCCc1cc(=O)[nH]c(SCC(=O)N2C(C)CCCC2C)n1 (stereo not drawn)	0	7	43	-1	-9	·	-3
O=C(CSc1nc2ccccc2c(=O)n1Cc1ccco1)Nc1cccc(O)c1	·	-1	-4	-1	24	6	6
Nn1c(SCC(=O)Nc2nccs2)nnc1-c1ccccn1	2	-1	-2	-2	-1	·	40
